From PubChem BioAssay
Menin MLL FP TR – inhibitors of human menin-MLL interaction, mutant MLL peptide; 270,000 compounds, 0.23% hits; Menin + Texas Red MLL mutant peptide, fluorescence polarization; O00255; Potency, µM (doses to about 61.6 µM), inactives show top-dose FP activity change, negative = inhibition, most hits filed as inhibitors; AID 1768; active means well fitted inhibition curve with a large enough effect in the polarisation, with a control signal flat, not every such curve was filed as active; inconclusive means small, poorly fitted or top-dose-only effect, or effect the other way, or a change in a side signal; inactive means no such curve, though single readings can be large or run the other way; the % refers to the polarisation; further: potency means the concentration at half of the fitted maximal effect; % of control where 0% means no effect; many of its hits are not listed in these tables
Tb PFK block – inhibitors of T. brucei phosphofructokinase; AID 485367; 330,000 compounds, 0.17% hits; T. brucei PFK, ADP-Glo luminescence; Potency, µM (highest dose often 57.5 µM), without a hit: at the top dose activity, negative = inhibition, usual class: inhibitors; O15648;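 further: potency means the concentration at half of the fitted maximal effect; 0% = uninhibited 1x PFK enzyme wells and -100% = no-enzyme wells; nearly all actives have a fitted effect of over 60% in size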
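Compounds were pin-transferred as a titration series up to 57 uM into substrate buffer (0.5 mM F6P, 0.1 mM ATP, pH 8.0), then 1.25 nM PFK was added and reactions ran 45 min before ADP-Glo detection.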
Coupling enz – coupling enzyme interference in Giardia aldolase counter-screen. coupling enzyme system counterscreen, AmpLite Red fluorescence. activity change, negative = inhibition, % at 58.2 µM, hits read low. 290,000 compounds, 0.67% hits. AID 2472; in the data active means activity change below about -30%; further: on the % scale 0 is the no-effect control and ±100 the full control effect
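Activity here indicates interference with the coupling reaction, not aldolase inhibition. Compounds at 57.5 uM final met coupling enzymes for 10 min at RT; substrate and AmpLite Red detection followed, with a 525/598 nm fluorescence read after 20 min.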
Giardia killer – Giardia lamblia killing; activity change, % at 7.66 µM, hits read low; AID 540267; 340,000 compounds, 0.15% hits; Giardia lamblia trophozoite viability; in the data active means activity change below about -80%; inconclusive means between about -30% and that limit;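 further: parasites exposed to compound for two days anaerobically before the ATP read; on the % scale 0 is the no-effect control and ±100 the full control effect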
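Giardia trophozoites, 100 cells per well, were exposed to compounds for 48 hrs at 37 deg C under anaerobic conditions; viability was then read as ATP content by bioluminescence after 15-30 min at room temperature.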
B2AR arrestin – beta2AR (human) beta-arrestin recruitment activity. P07550. beta-arrestin recruitment to beta2AR, cell-based reporter. 330,000 compounds, 0.02% hits. AID 492947. Potency, µM (series often up to 46.1 µM), without a hit: at the highest dose activation, actives largely listed as activators;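 further: potency means the concentration at half of the fitted maximal effect; 0% = DMSO controls and full agonism = EC100 isoproterenol or metaproterenol; nearly all actives have a fitted effect of over 65% in size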
a7 integrin act – integrin-mediated muscular dystrophy alleviation activation | alpha7betagal myoblasts, beta-gal FDG fluorescence, 48 h | Potency, µM (top dose mostly 38.3 µM), for the others: at the top dose activation, hits mostly activators | 350,000 compounds, 0.064% hits | AID 624291;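 further: potency means the concentration at half of the fitted maximal effect; 100% = response of the positive control SU9516; nearly all actives have a fitted effect of over 60% in size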
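alpha7betagal+/- myoblasts (passage 13, 250/well) treated 48 h at 37C with compounds at 1:260 dilution of DMSO stock. Lysed, then beta-galactosidase activity read as FDG fluorescence (ex 480/em 540) after 30 min, with pre-read for autofluorescence.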
GALK inhibitor – blocks human galactokinase activity; P51570; AID 1868; 270,000 compounds, 0.007% hits; Purified GALK, Kinase-Glo residual ATP luminescence; Potency, µM (doses to about 57.5 µM), for the others: at the highest dose activity change, negative = inhibition, actives largely listed as inhibitors; further: potency means the concentration at half of the fitted maximal effect; on the % scale 0 is the no-effect control and ±100 the full control effect
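The enzyme phosphorylates galactose (100 uM) using ATP (35 uM); inhibition is detected as higher residual ATP, quantified by bioluminescence after 1 h reaction at room temperature, pH 8.0.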
ASM inhibitor – blocks human secretory acid sphingomyelinase; P17405; placental ASM, HMU-PC fluorogenic substrate, 60 min; Potency, µM (highest dose often 57.5 µM), without a hit: top-dose activity change, negative = inhibition, usual class: inhibitors; 340,000 compounds, 0.006% hits; AID 504937; further: potency means the concentration at half of the fitted maximal effect
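Fluorogenic HMU-PC substrate (9 uM final) is turned over by placental ASM in 60 min at 37 C after a 10 min compound preincubation. Reaction ended by alkaline stop (pH 10), with fluorescence read at 386/447 nm.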
Chronic BCR inh – blocks chronic active B-cell receptor signaling | ABC-DLBCL IkBa-CBG/CBR reporter, luminescence ratio, 4 h | Potency, µM (series often up to 46.1 µM), inactives show top-dose ratio change, negative = lower green/red ratio, most hits filed as inhibitors | 340,000 compounds, 0.05% hits | AID 493014; active means well fitted inhibition curve with a large enough effect in the signal ratio, with a control signal flat, not every such curve was filed as active; inconclusive means small, poorly fitted or top-dose-only effect, or effect the other way, or a change in a side signal; the % refers to the signal ratio;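 further: potency means the concentration at half of the fitted maximal effect; plate controls were basal doxycycline-induced cells for no effect and cells given 10 µM MG132 for full effect; MG132 reads +100%, hits lower the ratio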
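Concentration-response series (up to 46 uM) were applied to TMD8 dual-reporter cells for 4 h at 37C with doxycycline. Green/red ratio, after filter-overlap correction, defined %Activity; red signal alone was normalised to basal cells and zero luminescence.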
PKM2 act – activators of human pyruvate kinase M2 | P14618 | purified PKM2, Kinase-Glo ATP luminescence, activation; response scale: 0% is enzyme alone, no compound | Potency, µM (series often up to 57.5 µM), inactives show top-dose activation, most hits filed as activators | 260,000 compounds, 0.34% hits | AID 1631; further: potency means the concentration at half of the fitted maximal effect; on the % scale 0 is the no-effect control and ±100 the full control effect; nearly all actives have a fitted effect of over 55% in size
Target sequence (P14618 whole entry, looked up): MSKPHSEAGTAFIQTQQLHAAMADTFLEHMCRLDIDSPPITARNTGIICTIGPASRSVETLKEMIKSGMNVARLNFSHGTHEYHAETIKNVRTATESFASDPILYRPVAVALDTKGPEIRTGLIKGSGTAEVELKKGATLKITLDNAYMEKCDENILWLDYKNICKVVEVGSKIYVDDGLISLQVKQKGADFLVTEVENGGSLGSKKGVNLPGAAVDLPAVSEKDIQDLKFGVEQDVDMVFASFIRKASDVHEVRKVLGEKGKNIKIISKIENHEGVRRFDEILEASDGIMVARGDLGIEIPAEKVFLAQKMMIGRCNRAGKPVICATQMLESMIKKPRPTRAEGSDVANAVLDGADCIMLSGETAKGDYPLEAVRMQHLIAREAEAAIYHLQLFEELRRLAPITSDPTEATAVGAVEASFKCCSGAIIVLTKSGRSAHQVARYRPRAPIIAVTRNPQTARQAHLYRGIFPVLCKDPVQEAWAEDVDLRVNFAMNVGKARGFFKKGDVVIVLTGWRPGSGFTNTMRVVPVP
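Purified hPK-M2 (>95% pure) converted ADP (0.1 mM final) to ATP with 0.5 mM PEP in 50 mM imidazole pH7.2, KCl, MgCl2, Tween 20, BSA; 1 h at room temperature. ATP detected by Kinase-Glo luminescence.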
TSG101-PTAP inh – blocks PTAP/TSG101 interaction to inhibit HIV-1 budding. Q99816. Fluorescence polarization, FITC-PTAP peptide / Tsg101 binding. Potency, µM (doses to about 115 µM), for inactives: at the highest dose activity change, negative = inhibition, actives largely listed as inhibitors. 340,000 tested, under 10 active. AID 493005; active means well fitted inhibition curve with a large enough effect in the main read-out, with a control signal flat, not every such curve was filed as active; inconclusive means small, poorly fitted or top-dose-only effect, or effect the other way, or a change in a side signal; inactive means no such curve, though single readings can be large or run the other way; further: potency means the concentration at half of the fitted maximal effect; % of control where 0% means no effect
Target sequence (Q99816 whole entry, looked up): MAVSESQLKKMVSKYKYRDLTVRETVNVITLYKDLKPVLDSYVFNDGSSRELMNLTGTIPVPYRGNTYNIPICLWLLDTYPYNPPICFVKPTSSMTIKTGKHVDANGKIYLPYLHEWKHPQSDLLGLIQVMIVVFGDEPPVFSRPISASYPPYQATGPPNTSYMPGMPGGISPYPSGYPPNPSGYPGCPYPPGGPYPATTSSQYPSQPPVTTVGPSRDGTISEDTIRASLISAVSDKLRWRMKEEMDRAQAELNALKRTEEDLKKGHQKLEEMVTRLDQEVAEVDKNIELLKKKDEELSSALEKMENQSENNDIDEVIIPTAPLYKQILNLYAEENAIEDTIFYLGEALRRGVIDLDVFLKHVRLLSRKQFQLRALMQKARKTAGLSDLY
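Fluorescence polarization binding of Tsg101 binding domain (10 uM final) to FITC-labeled PTAP peptide (50 nM final) in HEPES pH 7.5 buffer with NaCl, Tween 20, EDTA, TCEP. Compounds added before peptide; binding 20 min at RT.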
Numbers without * were called inactive; i = inactive; u = inconclusive; x = no result given; [ ] = another dose, or the depositor's remark. Unless noted, the call rests on the fitted dose curve; in most records, active means well fitted curve in the direction sought with a large enough effect; inconclusive means small, poorly fitted or top-dose-only effect, or another doubt; inactive means no such curve, though single readings can be large; an effect the other way counts as inactive or inconclusive. Not all compounds are listed; count on the stated rates, not on these rows.

Order of results: Menin MLL FP TR	Tb PFK block	Coupling enz	Giardia killer	B2AR arrestin	a7 integrin act	GALK inhibitor	ASM inhibitor	Chronic BCR inh	PKM2 act	TSG101-PTAP inh
1. CN(C)c1oc(-c2ccc(Cl)cc2)nc1S(=O)(=O)c1ccccc1
    -10%	-2%	5	-7	-1.3%	5%	2%	1%	0%	9%	-1%
2. COc1ccc(N2C(=O)CC(Nc3cccc(C(C)=O)c3)C2=O)cc1OC (stereo unspecified)
    11%	1%	-3	-1	-0.7%	-9%	-3%	0%	u	-2%	-6%
3. CC(=O)c1c(N2CCN(c3cccc(Cl)c3)CC2)nc(=S)n(-c2ccccc2)c1C
    -11%	0%	-3	3	-0.2%	-3%	0%	-6%	2%	2%	0%
4. COc1ccc(Cl)cc1NC(=O)C(C)N1CCN(C/C=C/c2ccccc2)CC1 (stereo unspecified)
    -12%	-5%	-1	-5	-0.1%	-9%	-1%	-5%	u	1%	0%
5. Cn1nc(C(=O)NCc2ccccc2)cc1C(=O)NCc1ccccc1
    -18%	5%	5	23	0.0%	-16%	0%	0%	0%	0%	-2%
6. CCCCN1CC(=O)N2[C@H]3c4cc(C)ccc4OC[C@@H]3[C@H](C(=O)OCC)[C@]2(C)C1=O
    x	2%	x	-21	0.0%	15%	x	0%	5%	x	-6%
7. CC(C)OCCCn1c(-c2ccco2)nc2nc3ccccc3nc21
    2%	2%	-5	7	0.3%	13%[7.66 µM]	1%	i	15%	17%	-2%
8. COc1cccc(OCc2cc(C(=O)N3CCC(C(O)C(C)C)CC3)no2)c1 (stereo unspecified)
    x	-2%	x	49[activator]	0.1%	22%	3%	-4%	u	x	-3%
9. Cc1ccc2[nH]c(O)c(N=Nc3ccccc3C)c2c1
    4%	-3%	-9	-2	-1.0%	-16%	15%	4%	u	18%	-1%
10. Cc1csc(NC(=O)c2oc3ccccc3c2C)n1
    x	-1%	x	-4	0.4%	0%	x	0%	u	x	-4%
11. Cc1cccc(C(C)C)c1-n1nnnc1-c1ccccc1
    -1%	-6%	-20	15	0.2%	u	-2%	-1%	4%	-3%	-6%
12. Cc1ccc(NC(=O)CCc2nnc3ccc(N4CCC5(CC4)OCCO5)nn23)nc1
    x	-2%	x	22	0.5%	4%	4%	6%	-12%	x	-2%
13. Cc1ccc(NNC(=O)C(O)(c2cccc(C(F)(F)F)c2)c2cccc(C(F)(F)F)c2)cc1
    14%	0%	-7	-10	-0.4%	-56%[inhibitor]	x	-23%	u	7%	-5%
14. Cn1c(=O)c2c(ncn2CC(=O)OCC(=O)Nc2ccc(Cl)cc2Cl)n(C)c1=O
    3%	6%	6	-1	-3.2%	-35%	-2%	6%	0%	10%	-8%
15. N#CCCN1CCN(S(=O)(=O)c2ccc(S(=O)(=O)NC3CCCCC3)cc2)CC1
    12%	-1%	0	4	0.0%	-33%	0%	0%	2%	0%	-7%
16. O=C(CCSCc1ccccc1)Nc1ccc2c(c1)OCCO2
    -4%	-7%	-1	-16	-0.1%	21%	-3%	4%	u	3%	-4%
17. C=CCn1c(-c2cc(OC)c(OC)c(OC)c2)n[nH]c1=S
    -6%	6%	1	-18	-0.4%	14%	-5%	-1%	u	1%	-4%
18. Cc1noc2ncnc(Oc3ccccc3)c12
    u	1%	6	-3	-0.1%	27%	0%	5%	-3%	3%	-4%
19. CCCN(CCC)C(=O)C1CCN(c2ccc(S(=O)(=O)N3CCOCC3)cc2[N+](=O)[O-])CC1
    x	0%	x	1	0.4%	-10%	-5%	-2%	6%	4%	-6%
20. C=Cc1ccc(N=Cc2c(O)ccc3ccccc23)cc1
    53%[activator]	-20%	-30*	11	-0.2%	29%	2%	-4%	-23%	x	u
21. COc1ccc(S(=O)(=O)N2CCN(CC(=O)N3CCc4ccccc4C3)CC2)cc1OC
    x	0%	x	-2	-0.2%	-22%	x	1%	-1%	x	-3%
22. CN1C=CC2=C(C#N)C(N)C(C#N)(C#N)[C@H](c3ccccc3)[C@H]2C1 (stereo partly specified)
    9%	-5%	-30*	-1	0.0%	-42%	2%	i	7%	-1%	-20%
23. CCc1noc(C)c1C(=O)N1CCN(S(=O)(=O)c2ccc(C)cc2)CC1
    x	3%	x	-11	-0.1%	18%	x	3%	-9%	x	2%
24. COc1ccc(N2CS(=O)(=O)/C(=C/N(C)C)C2=O)cc1
    -5%	2%	0	16	-0.3%	22%	-2%	0%	u	-3%	-5%
25. CC[C@@]1(C(=O)OC)N[C@H](CN(C)C(=O)COC)[C@@H]2C(=O)N(Cc3ccccc3)C(=O)[C@@H]21
    x	-4%	x	-6	-0.8%	-4%	x	8%	0%	x	-6%
26. OCCC1CN(Cc2cccc(F)c2F)CCN1CCc1ccccc1 (stereo unspecified)
    6%	2%	3	4	0.3%	-19%	2%	5%	0%	4%	-3%
27. Cc1ccc(S(=O)(=O)N2C/C=C\CN(S(=O)(=O)c3ccccc3Br)CC2)cc1
    x	-2%	x	-19	-0.3%	16%	x	0%	u	x	0%
28. Cc1ccc(CNC(=O)c2cnc3ccccc3n2)cc1
    7%	-4%	-2	4	0.5%	15%	17%	-3%	15%	2%	-3%
29. O=C(c1cc(=O)c2ccccc2o1)N(Cc1ccccc1)C1CCS(=O)(=O)C1 (stereo unspecified)
    -13%	1%	-1	-14	0.0%	9%	5%	-2%	0%	-2%[0.46 µM]	-2%
30. CCC1(c2ccccc2)NC(=O)N(CC(=O)Nc2ccc(Cl)c(S(=O)(=O)N3CCCCC3)c2)C1=O (stereo unspecified)
    x	0%	x	-9	0.0%	8%	x	-9%	u	x	1%
31. CCN(Cc1nc(-c2ccccc2)no1)C(=O)c1ccoc1C
    u	1%	1	-5	-0.2%	-13%	9%	0%	-6%	x	-8%
32. COc1cc(CNCCO)cc(Cl)c1OCc1ccc(Cl)cc1Cl
    21%	-4%	-15	-18	-0.4%	-29%	1%	-8%	u	1%	-1%
33. COc1ccc(NC(=O)CSc2nnc3ccc(-c4ccncc4)nn23)cc1
    x	0%	x	26	0.3%	3%	x	0%	1%	x	-2%
34. O=C(Nc1sc2c(c1C(=O)O)CCCCC2)c1cccs1
    u	9%	-8	-10	0.3%	-17%	1%	11%	u	-5%	-2%
35. O=C(NC1CC1)c1cc(OCC(F)(F)F)ccc1OCC(F)(F)F
    -7%	4%	1	12	-0.1%	18%	8%	3%	-3%	0%	-4%
36. CC(=O)Nc1ccc(OCC(=O)NCc2ccc(C)cc2)cc1
    -16%	7%	0	7	-0.2%	-26%	-3%	-2%	1%	4%	-4%
37. Cn1c(=O)c2cnc(N3CCOCC3)nc2n(C)c1=O
    2%	1%	3	x	-0.8%	x	3%	x	0%	6%	x
38. COc1cc(NC(c2ccccc2)c2ccccc2)cc(OC)c1OC
    u	1%	4	3	-1.3%	11%	0%	6%	-1%	7%	1%
39. COc1ccc([C@H]2CC(=O)C=C(c3c(C)cc(C)cc3C)C2)cc1
    x	11%	x	17	0.2%	22%	x	-5%	-5%	x	-2%
40. COc1ccc(NC(=O)CN(C)C2CCS(=O)(=O)C2)cc1 (stereo unspecified)
    x	0%	x	5	-0.4%	38%	x	1%	-4%	x	-7%
41. Cc1csc(Nc2ccccc2)n1
    3%	2%	-4	25	-0.3%	0%	3%	5%	0%	-7%	1%
42. CCOc1cc(Br)c(Br)c(C=Nc2ccc(NC(C)=O)cc2)c1O
    u	-3%	3	20	-0.1%	-2%	0%	0%	-8%	-3%	u
43. COc1cccc(OC)c1C(=O)NC(=S)N1CCOCC1
    -3%	-1%	2	-10	0.2%	13%	5%	8%	0%	-26%	0%
44. Cc1ccsc1C(=O)OCC(=O)NCc1ccccc1
    x	0%	x	-13	-0.5%	-13%	x	-1%	u	x	-2%
45. CCC1=C(c2ccc(C)cc2)S(=O)(=O)N=C1N1CCC(C(=O)NCCCN2CCCCC2C)CC1 (stereo unspecified)
    -14%	1%	0	15	0.0%	u	0%	8%	4%	x	-1%
46. O=[N+]([O-])c1cc(S(=O)(=O)N2CCOCC2)ccc1OCc1ccccc1C(F)(F)F
    x	-8%	x	7	0.0%	12%	x	-1%	1%	x	-1%
47. CCCn1c(=O)c(C(=O)NCCc2ccc(OC)c(OC)c2)c(O)c2ccccc21
    4%	1%	1	7	0.3%	-3%	-7%	-8%	1%	-1%[11.5 µM]	2%
48. CCOc1ccccc1NC(=O)Nc1ccc(CC#N)cc1
    x	4%	-3	19	-0.1%	-5%	-3%	0%	u	5%	-1%
